From PubChem BioAssay
IDH1 R132H inh – qHTS for Inhibitors of mutant isocitrate dehydrogenase 1 (IDH1): qHTS; Isocitrate dehydrogenase [NADP] cytoplasmic (Homo sapiens), O75874; IDH1-R132H enzyme, NADPH consumption, diaphorase/resazurin fluorescence; Potency, µM (doses to about 76.6 µM), without a hit: at the top dose activity change, negative = inhibition, actives largely listed as inhibitors; hit rate 0.093% among 390,000; note: potency is the fitted concentration of half-maximal effect; % is set by controls: 0 for no effect and ±100 for the full control effect; nearly all actives have a fitted effect of over 65% in size
Target sequence (O75874 whole entry R132H, stated change not applied): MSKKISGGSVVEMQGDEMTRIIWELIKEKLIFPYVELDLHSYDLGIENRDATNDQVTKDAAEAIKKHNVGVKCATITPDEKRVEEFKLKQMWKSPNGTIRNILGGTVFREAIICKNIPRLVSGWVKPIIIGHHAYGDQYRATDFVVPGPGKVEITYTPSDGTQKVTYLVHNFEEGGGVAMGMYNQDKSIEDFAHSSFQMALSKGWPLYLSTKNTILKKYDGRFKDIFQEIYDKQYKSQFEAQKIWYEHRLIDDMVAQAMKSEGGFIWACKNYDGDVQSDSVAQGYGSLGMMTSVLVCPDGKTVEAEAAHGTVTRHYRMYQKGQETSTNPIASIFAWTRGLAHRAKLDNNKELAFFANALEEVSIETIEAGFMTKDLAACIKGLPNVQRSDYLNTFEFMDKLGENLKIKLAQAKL
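IDH1-R132H (0.5 ug/mL dispensed) in pH 7.5 Tris buffer was preincubated 30 min with compound, then given a substrate mix of 0.016 mM NADPH and 2 mM alpha-KG for 80 min at room temperature; remaining NADPH was read by diaphorase/resazurin fluorescence.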
TrxR1 inh – qHTS Assay for Inhibitors of Mammalian Selenoprotein Thioredoxin Reductase 1 (TrxR1): qHTS. Thioredoxin reductase 1, cytoplasmic (Rattus norvegicus), O89049. recombinant rTrxR1, NADPH fluorescence consumption, selenite substrate. Potency, µM (highest dose often 114 µM), without a hit: at the highest dose activity change, negative = inhibition, hits mostly inhibitors. hit rate 1% among 390,000. AID 588453, 2011; note: potency is the fitted concentration of half-maximal effect; % is set by controls: 0 for no effect and ±100 for the full control effect; nearly all actives have a fitted effect of over 65% in size
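Rat TrxR1 (90 nM in the dispensed reagent) was pre-reduced with 400 uM NADPH for 5 min at room temperature, then incubated with compound for 15 min. After 400 uM selenite was added, NADPH fluorescence (Ex 340/Em 450 nm) was followed for 8 min.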
GRP78 ERSR act – qHTS for Inducers of the Endoplasmic Reticulum Stress Response (ERSR) in Human Glioma: qHTS; U87-MG GRP78 promoter luciferase reporter, 16 h; Potency, µM, inactives show at the highest dose activation, most hits filed as activators; hit rate 0.02% among 420,000; AID 602332, 2012; note: potency is the fitted concentration of half-maximal effect; series mostly up to about 76 µM; % of control where 0% means no effect; nearly all actives have a fitted effect of over 35% in size
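ERSR induction read as luciferase luminescence (Bright-Glo, 10 min at room temperature) in stably transfected human U87-MG glioma cells exposed to compounds for 16 h, using GRP78 as sensor.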
Vif-A3F inh – qHTS for Inhibitors of Vif-A3F Interactions: qHTS; HeLa A3F-eYFP + Vif (tagged APOBEC3F with the HIV-1 protein that degrades it), YFP fluorescence increase; Potency, µM (highest dose often 46.1 µM), inactives show at the top dose activity, negative = active; hit rate 0.2% among 390,000; AID 602313, 2012; note: potency is the fitted concentration of half-maximal effect; % of control where 0% means no effect; nearly all actives have a fitted effect of over 65% in size
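HeLa cells stably expressing A3F-eYFP plus Vif, plated and incubated overnight at 37 deg C, then exposed to compounds overnight at 37 deg C. Blocked degradation read as raised yellow fluorescence (Ex 488/Em 500-530).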
RGS4 inhibitor – Inhibitors of Regulator of G Protein Signaling (RGS) 4: qHTS. Regulator of G-protein signaling 4 (Homo sapiens), P49798. Transcreener GDP fluorescence polarization, RGS4-accelerated GTP hydrolysis. Potency, µM (highest dose often 114 µM), without a hit: at the highest dose activity change, negative = inhibition, usual class: inhibitors. hit rate 0.039% among 390,000; note: potency is the fitted concentration of half-maximal effect; % is set by controls: 0 for no effect and ±100 for the full control effect; nearly all actives have a fitted effect of over 75% in size; some results filed as inactive show a strong effect at the top dose
Target sequence (P49798 whole entry, looked up): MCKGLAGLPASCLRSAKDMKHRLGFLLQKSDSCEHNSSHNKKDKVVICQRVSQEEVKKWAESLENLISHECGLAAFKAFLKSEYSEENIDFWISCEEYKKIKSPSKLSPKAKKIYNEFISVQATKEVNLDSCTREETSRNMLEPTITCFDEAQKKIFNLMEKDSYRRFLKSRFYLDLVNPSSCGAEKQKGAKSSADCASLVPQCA
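MLSMR compounds (23 nl, pin-transferred) preincubated 10 min at room temperature with a 500nM (2x) first reagent, then RGS4 at 900nM (2x) plus Transcreener GDP mix added; fluorescence polarization (620/688 nm) read before and after 90 min at 30 °C.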
Vif-A3G inh – qHTS for Inhibitors of Vif-A3G Interactions: qHTS | HeLa A3G-eYFP + Vif (tagged APOBEC3G with the HIV-1 protein that degrades it), YFP fluorescence, overnight | Potency, µM (doses to about 46.1 µM), for inactives: at the highest dose activity, negative = active, usual class: inhibitors | hit rate 0.076% among 410,000 | AID 602310, 2012;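 note: potency is the fitted concentration of half-maximal effect; % is set by controls: 0 for no effect and ±100 for the full control effect; nearly all actives have a fitted effect of over 60% in size; hits raise eYFP signal because A3G escapes Vif-driven loss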
Target sequence (Q9HC16 whole entry, looked up): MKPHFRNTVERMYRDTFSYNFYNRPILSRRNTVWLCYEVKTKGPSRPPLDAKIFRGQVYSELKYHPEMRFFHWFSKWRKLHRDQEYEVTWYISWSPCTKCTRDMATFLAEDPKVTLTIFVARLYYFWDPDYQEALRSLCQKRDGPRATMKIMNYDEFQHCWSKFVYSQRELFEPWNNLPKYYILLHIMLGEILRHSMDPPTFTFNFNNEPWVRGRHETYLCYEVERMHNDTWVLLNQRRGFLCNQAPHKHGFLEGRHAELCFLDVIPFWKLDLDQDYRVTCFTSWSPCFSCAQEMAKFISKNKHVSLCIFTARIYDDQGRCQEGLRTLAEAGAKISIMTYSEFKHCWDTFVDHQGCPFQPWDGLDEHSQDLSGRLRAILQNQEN
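HeLa cells stably expressing Vif and C-terminally eYFP-tagged A3G, seeded overnight at 37 deg C, then exposed to compound by pintool overnight at 37 deg C. Rise in yellow fluorescence (Ex 488/Em 500-530, Acumen) marks blocked Vif-driven A3G degradation.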
USP1 inh – Inhibitors of USP1/UAF1: Primary Screen | recombinant USP1/UAF1, Ub-Rhodamine cleavage fluorescence | hit rate 0.23% among 390,000 | AID 743255, 2014 | Potency, µM (highest dose often 57.1 µM), for inactives: top-dose activity change, negative = inhibition, hits mostly inhibitors; note: potency is the fitted concentration of half-maximal effect; % is set by controls: 0 for no effect and ±100 for the full control effect; nearly all actives have a fitted effect of over 60% in size; inactives centre near -12
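1 nM enzyme complex + cpd, 15 min RT; start with Ub-Rho 150nM final; kinetic fluorescence ex 480/em 540, 6 reads q60 s. Buffer 50mM HEPES pH 7.8, 0.5mM EDTA, 0.1 mg/ml BSA, 1mM TCEP, 0.01% Tween-20.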
TrxR1 substrate – qHTS Assay for Substrates of Mammalian Selenoprotein Thioredoxin Reductase 1 (TrxR1): qHTS; purified TrxR1 substrate turnover, NADPH consumption readout; hit rate 0.01% among 390,000; Thioredoxin reductase 1, cytoplasmic (Rattus norvegicus), O89049; Potency, µM (doses to about 114 µM), for the others: top-dose activity change, negative = substrate turnover; AID 588456, 2011; note: potency is the fitted concentration of half-maximal effect; % is set by controls: 0 for no effect and ±100 for the full control effect; nearly all actives have a fitted effect of over 50% in size
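Rat TrxR1, dispensed at 90 nM, was prereduced with 400 uM NADPH (final) for 5 min at ~22 deg C, then incubated with compound 15 min before 400 uM selenite. A first-read NADPH fluorescence drop versus no-compound background flagged substrates.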
LDHA inh – qHTS assay for inhibitors of human lactate dehydrogenase; activity change, % (values are at about 110 or 230 µM); L-lactate dehydrogenase A chain (Homo sapiens), P00338; purified LDHA, NADH/diaphorase-resazurin fluorescence; hits give low values; hit rate 0.15% among 480,000; in the data active = activity change below about -30%; inconclusive = mostly about -25% to -30%;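 note: plate controls were DMSO wells for no effect and wells without enzyme for full effect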
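LDH5 2 nM; NADH 0.06 mM, pyruvate 0.2 mM; 200 mM Tris pH 7.4, EDTA, Tween-20; 5 min RT. Detection: diaphorase 0.133 mg/mL + resazurin 37 µM, fluorescence ex540/em590 at 0 and 20 min; normalized to enzyme-free and DMSO wells.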
An asterisk follows results filed as active; ? = inconclusive; . = no result given; & = joins results of further samples; [ ] = remark or other dose. Unless noted, calls come from the whole dose curve; as a rule, active = well fitted curve in the direction sought with a large enough effect; inconclusive = small, poorly fitted or top-dose-only effect, or another doubt; inactive = no such curve, though single readings can be large; an effect the other way counts as inactive or inconclusive. An excerpt. The share of hits here may be higher or lower than overall.

Below each SMILES: IDH1 R132H inh | TrxR1 inh | Vif-A3F inh | Vif-A3G inh | RGS4 inhibitor | GRP78 ERSR act | USP1 inh | LDHA inh | TrxR1 substrate
C[C@@H](O)Cc1cn(CC(=O)NCCCCCCCCCCC(=O)N2CCNCC2)nn1
  -12.4% | 9.7% | 1.0% | 0.3% | -6.1% | -5.7% | -13.6% | -0.2 | 4.7%
O=C(OCC(=O)N1CCOCC1)c1ccccc1SCC(=O)N1CCCC1
  0.3% | 16.9%[57.1 µM] | -6.5% | 2.4% | 14.9% | -1.0% | -13.7% | -2.6 | 3.8%[57.1 µM]
CCN1C(=O)CCC(C(=O)O)C1c1ccc(OC)cc1 (stereo not drawn)
  9.8% | 37.6%[activator][57.1 µM] | 6.5% | -0.7% | -9.3% | -5.0% | -1.0% | -1.8 | -10.5%[57.1 µM]
CN(C)c1nc(C#N)nc(N2CCOCC2)n1
  5.6% | ? | 4.9% | 3.8%&-0.4% | 0.5%&-8.3% | -1.7%&-4.4% | -10.8% | 2.6&-3.2 | 4.1%&-11.7%
N#Cc1c(-c2ccco2)cc(C2CC2)nc1SCC(=O)c1ccccc1
  -0.7% | -16.0% | -2.1% | -8.5% | -18.1% | -0.8% | -10.9% | 5.0 | 2.0%
C[C@@H](C(=O)NCC1CC1)[C@H]1C[C@]1(C)[C@H](NC(=O)OCc1ccccc1)c1ccccc1
  -1.2% | 9.0% | -1.1% | 1.0% | 14.7% | -2.4% | -29.1% | 0.1 | -4.4%
CCC(=O)N1CCc2cc(CNC(=O)Cc3ccc(OC)c(OC)c3)ccc21
  -1.7% | -4.5%[57.1 µM] | -0.9% | 3.4% | 4.9% | 0.3% | -0.1% | -5.2 | -9.4%[57.1 µM]
CCOn1c(=O)c(-c2ccc(OC)cc2)[n+]([O-])c2ccccc21
  -1.4% | -38.1% | 5.2% | 0.3% | -17.0% | 0.3% | -13.6% | 1.5 | -7.0%[57.1 µM]
O=C(NCC1CCN(c2ccc(S(=O)(=O)N3CCOCC3)cc2)CC1)Nc1ccccc1
  0.0% | 17.0%[57.1 µM] | -4.1% | 0.8% | ? | 3.9% | -16.0% | -5.8 | -0.3%[57.1 µM]
CCOc1ccc(CNC(=O)C2CCN(c3nnc(-n4c(C)ccc4C)s3)CC2)cc1
  . | ? | . | . | 7.4% | . | -22.4% | -4.2 | -15.7%
CCc1nnc(N/N=C/c2c(C)[nH]c3ccccc23)n1N
  19.8% | 17.1%[57.1 µM] | 8.4% | -10.7% | ? | -2.6% | -20.6% | 36.5 | -8.4%[57.1 µM]
O=C(NCc1nc2ccccc2[nH]1)C1=C[C@@H](c2ccc(C(F)(F)F)cc2)C[C@@H](OCCCCO)O1
  -8.4% | 0.4% | 0.2% | 1.3% | 8.2% | -3.3% | -0.2% | -4.7 | -13.3%
O=S(=O)(CCOc1ccccc1)c1nc2ccccc2[nH]1
  1.2% | 44.7µM* | 0.4% | ? | -10.5% | -7.1% | -4.0% | -10.7 | -0.4%
COC(=O)NCC(c1ccco1)N1CCN(c2ccc(OC)cc2)CC1 (stereo not drawn)
  -3.9% | 15.2% | 2.3% | 8.1% | 18.1%[11.4 µM] | -2.9% | -21.1% | -3.9 | 6.0%
NC(=S)NN=C1CCSCC1
  4.6% | 2.0%[2.29 µM] | ? | 1.1% | 4.3% | -2.0% | 6.6% | 2.5 | 5.3%[57.1 µM]
COc1ccc2nc(-c3ccccc3)nc(C3CCCCC3)c2c1
  16.1% | 13.6% | 1.7% | 0.6% | 2.1% | -1.6% | ? | -5.3 | 3.7%
O=C(c1ccccc1-n1cccn1)N1CCc2c([nH]c3ccccc23)C1c1ccccn1 (stereo not drawn)
  -16.1% | -9.8%[57.1 µM] | 2.4% | -4.9% | -22.7% | 1.9% | -14.4% | -10.7 | -6.3%[57.1 µM]
COc1ccccc1Nc1ccncc1[N+](=O)[O-]
  0.0% | 21.7% | 1.5% | 0.6% | 5.0% | -1.5% | -5.7% | -8.0 | -3.4%
Cc1ccc(S(=O)(=O)NCC(c2ccco2)N2CCc3ccccc32)cc1 (stereo not drawn)
  -0.4% | 11.9%[57.1 µM] | -16.2% | 1.3% | 3.0% | -4.7% | -16.8% | 2.9 | -0.1%[57.1 µM]
CC(=O)OCC1OC(n2c(-c3ccc(Cl)cc3)ccc(C#N)c2=S)C(OC(C)=O)C(OC(C)=O)C1OC(C)=O (stereo not drawn)
  5.7% | 18.2%[11.4 µM] | 5.3% | -3.5% | -28.4% | -7.9% | -16.2% | 0.8 | 11.0%[11.4 µM]
COc1cc(CO)ccc1OCC(=O)Nc1ccc(Br)cc1
  3.6% | 28.0% | -5.6% | -3.0% | 11.5%[56.9 µM] | 6.8% | -6.6% | -8.8 | 1.4%
CCOC(=O)CSc1ccc(C(=O)NCCCN2CCOCC2)cc1[N+](=O)[O-]
  1.3% | -10.4% | -0.6% | 0.1% | 4.7% | 4.9% | -0.7% | -5.3 | -9.5%
C/C(=N/NC(=O)CSc1nc2ccccc2s1)c1ccncc1
  3.1% | 22.8%[57.1 µM] | -1.7% | -0.4% | 4.3% | 2.6% | -1.2% | -7.6 | 13.1%[2.29 µM]
Cc1c2cnn(CC(=O)NCCCN3CC(C)CC(C)C3)c(=O)c2c(C)n1Cc1ccccc1Cl (stereo not drawn)
  1.0% | -10.4% | 0.1% | 2.3% | 0.6% | -3.3% | -5.5% | -0.6 | -11.1%
COc1cc(NC(=S)NC(=O)c2ccc(F)cc2)ccc1NC(=O)c1ccco1
  2.9% | -3.1% | 1.8% | -2.7% | -29.5% | -4.8% | -18.4% | -1.3 | -2.7%
C=CCn1c(=O)c(C(=O)Nc2cccnc2)c(O)c2ccccc21
  -1.2% | -20.5% | -4.8% | 1.1% | -5.1% | 4.2% | -0.2% | 3.1 | 11.3%[57.1 µM]
CN(C(=O)c1ccno1)c1nnc(-c2ccccn2)s1
  -1.9% | 20µM* | 0.0% | 1.2% | -26.8% | -2.5% | 2.6% | 2.3 | 134.0%[activator]
Cc1ccc(C2NC(c3ccc4c(c3)OCO4)=CC(c3cc(Br)ccc3O)N2)cc1 (stereo not drawn)
  . | -10.4% | . | -22.0% | -18.3% | ? | . | 1.5 | 11.5%[0.0914 µM]
CN(CCOc1ccc(F)cc1)Cc1ccccc1
  4.0% | 2.5%[57.1 µM] | -0.4% | -3.4% | -6.1% | -1.7% | -7.3% | -12.2 | 7.5%
Cc1c(CC(=O)NCC(=O)O)c(=O)oc2cc3occ(-c4ccccc4)c3cc12
  -0.6% | -11.3%[57.1 µM] | 7.2% | -3.1% | -2.2% | -2.2% | -0.4% | -84.9* | 8.3%[57.1 µM]
COc1ccc(C(=O)N/N=C\c2coc3ccc(C)cc3c2=O)cc1
  4.7% | 15.0% | -0.8% | -0.2% | 18.9% | -5.2% | -8.0% | -5.1 | 16.2%
C[C@@H]1CN([C@H](C)CO)C(=O)CCCn2cc(nn2)CO[C@H]1CN(C)S(=O)(=O)c1cccc(C#N)c1
  2.9% | . | 1.3% | 0.1% | . | -7.4% | -27.4% | -1.6 | .
COc1ccc(-c2nc(SCC(=O)Nc3cccc(S(N)(=O)=O)c3)n[nH]2)cc1
  -4.0% | 24.0%[57.1 µM] | 7.1% | -0.1% | -14.0% | 1.5% | -8.8% | -3.3 | -2.3%
NC(=O)CSc1nnc(-c2ccccn2)n1Cc1ccco1
  4.1% | 8.2%[57.1 µM] | -21.7% | -0.8% | -37.4% | -1.4% | -7.4% | 1.8 | 5.2%[57.1 µM]
O=S(=O)(Nc1cccc(-c2nnco2)c1)c1ccc(Cl)cc1
  11.3% | 21.6% | -0.4% | 3.0% | 7.8% | -0.6% | -19.0% | -3.2 | -0.7%
Cc1ccc(/C=N/NC(=O)CNC(=O)c2cccs2)o1
  -4.2% | -10.8% | 3.6% | -0.8% | -7.8% | -1.1% | 3.3% | -6.5 | -8.0%
